tim23-1 inh: growth inhibitors of tim23-1 mutant yeast, primary screen, luminescence, uHTS; inhibition, % at 20 µM; hit rate 1.3% among 330,000; S. cerevisiae tim23-1 growth, BacTiter-Glo luminescence, 24 h;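 active = growth inhibition of the mutant yeast at or above 50%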;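 also: temperature-sensitive mutant grown at 25 °C; plate controls were DMSO-treated mutant yeast for no effect and medium wells lacking yeast for full effect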
NLRP3 yeast inh: NALP3 inflammasome inhibitors in reconstituted yeast, primary screen, luminescence, uHTS; Yeast reconstituted NLRP3/ASC/caspase-1, beta-gal luminescence, 24 h; inhibition, % at 10 µM; hit rate 0.39% among 330,000;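 active = inhibition of 50% or more; inactive = inhibition below 50%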;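 also: plate controls were induced DMSO wells for no effect and uninduced yeast grown without galactose for full effect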
beta cell repl: inducers of MIN6 beta-cell proliferation, primary screen, ATP luminescence, uHTS | MIN6 cells proliferation, ATPlite luminescence, 48 h; cells starved in 0.2% serum; 100% = growth in 10% serum | proliferation, % at 10 µM | hit rate 0.29% among 330,000 | AID 2380, 2010;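 active = compounds whose signal lies at least 3.5 SD above the mean of all wells on their plate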;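 also: 0% = DMSO-treated cells in low-serum medium and 100% = 10% serum control; some compounds called inactive have numbers as strong as hits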
GRIN3A LBD mod: binders of NR3A ligand-binding domain, primary screen, biophysical, differential scanning fluorimetry, uHTS; NR3A LBD differential scanning fluorimetry, Tm shift; 0% = protein alone, 100% = glycine-bound protein; Tm shift relative to glycine control, % at 25 µM; hit rate 2.5% among 340,000;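 active = melting temperature shift of at least 10% of the positive control shift, at one fixed dose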
APJ antag: antagonists of human apelin receptor APJ, primary screen, CHO-K1 cells, beta-arrestin complementation, luminescence; P35414; inhibition, % at 20 µM; hit rate 0.32% among 330,000; AID 2521, 2010;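 active = inhibition above about 40% at 20 µM, limit read from the data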;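 also: cells challenged with 10 nM apelin-13 agonist together with compound; plate controls were apelin-13 plus DMSO wells for no effect and DMSO wells lacking apelin-13 for full effect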
Target sequence (P35414 whole entry, looked up): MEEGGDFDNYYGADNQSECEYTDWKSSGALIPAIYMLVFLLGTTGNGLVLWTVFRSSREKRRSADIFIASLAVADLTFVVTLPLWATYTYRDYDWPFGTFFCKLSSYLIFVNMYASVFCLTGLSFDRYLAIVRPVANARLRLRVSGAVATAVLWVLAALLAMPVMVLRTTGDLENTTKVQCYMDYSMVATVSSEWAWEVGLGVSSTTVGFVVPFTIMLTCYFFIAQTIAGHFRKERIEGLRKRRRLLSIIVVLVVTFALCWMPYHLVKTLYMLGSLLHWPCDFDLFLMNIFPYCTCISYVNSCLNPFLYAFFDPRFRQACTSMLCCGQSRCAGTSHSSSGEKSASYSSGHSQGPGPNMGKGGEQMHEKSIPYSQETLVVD
tim10-1 inh: growth inhibitors of tim10-1 mutant yeast, primary screen, luminescence, uHTS; inhibition, % at 20 µM; S. cerevisiae tim10-1 ts strain growth, BacTiter-Glo, 24 h; hit rate 2.2% among 330,000; AID 463190, 2010;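 active = inhibition of at least 40%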;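 also: mutant grown at 25 °C; 0% = DMSO wells with yeast and 100% = wells holding no yeast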
TIM10 inh: growth inhibitors of isogenic TIM10 control yeast, primary screen, counter-screen for tim10-1 yeast inhibitor project, luminescence, uHTS; S. cerevisiae TIM10 strain growth, BacTiter-Glo luminescence, 24 h; inhibition, % at 10 µM; hit rate 1.4% among 330,000; AID 463195, 2010;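 active = inhibition of 40% or more at the single tested concentration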;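 also: wild-type TIM10 isogenic control strain grown at permissive 25 °C; 0% = DMSO yeast wells and 100% = minimal medium wells without yeast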
APJ agonist: agonists of human apelin receptor APJ, primary screen, CHO-K1 cells, PathHunter beta-arrestin, luminescence | activation, % at 20 µM | P35414 | 0% DMSO wells, 100% apelin | hit rate 0.11% among 330,000;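 active = activation more than six SD over the plate average, tested at 20 µM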;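 also: 0% = DMSO alone and 100% = apelin-13 at 10 nM; some results filed as inactive read as strong as hits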
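Incubation: overnight seeding, 90 min compound at 25 °C, 1 h detection; test system: PathHunter CHO-K1 APJ (AGTRL-1) beta-arrestin reporter cells; amount: 1000 cells/well; doses: one dose, 20 µM compound, 1% DMSO; measured by: beta-gal luminescence; measure: agonist-driven arrestin binding to APJ; benchmarks: negative DMSO alone, positive Apelin-13 at 10 nM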
MPTP inh: mitochondrial permeability transition pore inhibitors, primary screen, biochemical, isolated mouse mitochondria, absorbance; Ca2+ swelling absorbance, 30 min; hit rate 1.4% among 360,000; inhibition, % at 10 µM; AID 602449, 2012;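 active = inhibition of 50% or more, scaled per plate between neutral and stimulator controls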;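 also: 0% = DMSO wells given calcium and 100% = 1 mM EGTA wells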
Numbers without * were called inactive; . = no result given. Hits appear at their usual frequency, and some 7.2% of all compounds hit somewhere here.

SMILES	tim23-1 inh	NLRP3 yeast inh	beta cell repl	GRIN3A LBD mod	APJ antag	tim10-1 inh	TIM10 inh	APJ agonist	MPTP inh
Cc1cc(=O)[nH]c(SCC(=O)Nc2ccc(Br)cc2)c1C#N	23.8	6.0	-6.1	2.6	1.3	6.6	-2.4	7.8	96.0*
CC(C)CCN(C(=O)CNC(=O)c1cccs1)C(C(=O)NC1CCCCC1)c1cccnc1 (stereo not drawn)	-2.4	1.8	-2.2	1.2	1.4	15.8	0.9	-6.7	3.0
CC(C)N=Cc1c(O)[nH]c2ccccc12	4.7	13.4	2.0	-2.7	11.5	-5.4	-2.7	-0.6	1.0
COC(=O)C1=C(CS(=O)(=O)c2cc(Cl)ccc2OC)NC(=O)NC1c1ccc(O)c(OC)c1 (stereo not drawn)	-7.9	8.1	-4.2	2.9	1.1	-6.8	9.9	-0.3	-1.2
CC(=O)Nc1ccc(S(=O)(=O)Nc2ccccc2N2CCOCC2)cc1Cl	22.1	22.0	2.2	2.5	18.7	15.8	6.3	5.5	-0.2
CCC(C)NC(=O)C1(O)c2ccccc2NC(=O)N1c1ccc(C)c(C)c1 (stereo not drawn)	-0.8	9.1	1.2	1.9	12.9	-3.6	9.9	-1.9	0.6
COc1ccc(-c2nc(CS(=O)CC(=O)NCc3ccco3)c(C)o2)cc1 (stereo not drawn)	13.2	-7.2	-0.3	0.1	14.4	3.7	-1.4	3.7	-0.3
COC(=O)c1cc(-c2ccc(Br)cc2)c2c(=O)n(C)c(=O)n(C)c2n1	7.0	20.4	0.7	-1.2	0.7	-7.2	-7.5	-3.3	1.3
COc1ccc(C(=O)COC(=O)CCNS(=O)(=O)c2ccc(NC(C)=O)cc2)c(OC)c1	-5.7	15.8	-0.9	0.8	-32.1	-20.1	-7.7	-4.6	-0.7
COC(=O)c1[nH]c2ccc(C)cc2c1NC(=O)CN1CCCc2ccccc21	13.9	17.9	-5.4	-4.7	-2.7	22.8	12.2	-2.6	-0.9
Cc1nc2c3ccccc3nc(NNC(=O)CCC(=O)N3CCC(C)CC3)n2n1	-10.0	2.9	-0.6	-0.4	-13.1	-10.7	-7.6	-1.6	-0.6
CS(=O)(=O)N(CC(=O)N1CCCC1)c1ccccc1Br	2.9	2.3	-2.2	-1.2	9.5	3.5	-8.4	-1.5	0.4
Cc1ccc(C)c(N2C(=O)CC(Cc3ccc(Cl)cc3)C2=O)c1 (stereo not drawn)	-3.4	18.0	-4.3	3.0	-5.6	21.6	1.2	-2.5	0.8
Cc1c(Cl)cccc1NC(=S)NCCc1ccc(Cl)cc1	32.4	19.9	-4.9	0.4	-4.6	23.5	22.2	-2.9	85.2*
CCN(CC)S(=O)(=O)c1cc(C(=O)Nc2ccncc2)ccc1Cl	3.2	4.0	2.0	1.4	6.6	-0.6	-0.6	-0.8	22.9
CN(C)/C=N/c1c(C#N)cnn1-c1ncnc2sc(-c3ccccc3)cc12	27.3	21.3	12.2*	0.1	7.7	20.2	19.8	-0.3	0.3
CCC(=O)OC1(C)C(=O)C2=COC(c3ccc(OC)cc3)=CC2=C(Br)C1=O (stereo not drawn)	12.7	0.2	-2.9	-7.6	-32.9	-10.0	-6.0	10.4	7.6
C=CCN(CC=C)C(=S)NC(=O)/C=C/c1ccc(C)cc1	10.3	20.9	0.0	-1.8	26.3	17.8	-8.6	0.3	-1.3
COc1ccc(C[C@@H]2CN3C(=NC[C@@H]3C)N2CCNC(=O)c2ccc(C)c(Br)c2)cc1	6.9	-2.4	-7.6	0.5	5.3	-0.2	-3.6	7.3	18.8
CCCCCCOc1ccc(C(=O)O)cc1	2.7	39.7	2.6	-0.7	9.4	0.2	16.3	-6.8	0.5
CC(=O)Nc1ccc(S(=O)(=O)N2CCSC2c2ccccc2Cl)cc1 (stereo not drawn)	14.2	10.4	-1.8	-12.5	6.7	22.8	11.8	-5.3	-7.4
O=C(CCN1C(=O)[C@@H]2Cc3ccccc3CN2C1=O)NCCc1ccccc1	9.9	16.7	4.6	3.4	5.8	3.7	1.2	-2.4	-2.1
CN(C)c1ccc(Cl)cc1N	-1.7	8.1	-1.7	-0.1	-12.3	1.7	8.3	-2.2	-1.1
O=C(NCCCN1CCOCC1)c1cc(C(=O)C2CC2)c[nH]1	9.9	4.5	1.1	0.8	16.3	-0.4	0.1	0.1	0.0
O=C(NCc1ccc2[nH]c3c(c2c1)CCCC3)N1CCOCC1	6.7	-5.4	0.3	.	-10.2	1.8	4.0	2.2	.

Brought forward from above: 7 entries; new compounds follow.
SMILES	tim23-1 inh	NLRP3 yeast inh	beta cell repl	GRIN3A LBD mod	APJ antag	tim10-1 inh	TIM10 inh	APJ agonist	MPTP inh
COc1ccc(C[C@@H]2CN3C(=NC[C@@H]3C)N2CCNC(=O)c2ccc(C)c(Br)c2)cc1	6.9	-2.4	-7.6	0.5	5.3	-0.2	-3.6	7.3	18.8
CCCCCCOc1ccc(C(=O)O)cc1	2.7	39.7	2.6	-0.7	9.4	0.2	16.3	-6.8	0.5
CC(=O)Nc1ccc(S(=O)(=O)N2CCSC2c2ccccc2Cl)cc1 (stereo not drawn)	14.2	10.4	-1.8	-12.5	6.7	22.8	11.8	-5.3	-7.4
O=C(CCN1C(=O)[C@@H]2Cc3ccccc3CN2C1=O)NCCc1ccccc1	9.9	16.7	4.6	3.4	5.8	3.7	1.2	-2.4	-2.1
CN(C)c1ccc(Cl)cc1N	-1.7	8.1	-1.7	-0.1	-12.3	1.7	8.3	-2.2	-1.1
O=C(NCCCN1CCOCC1)c1cc(C(=O)C2CC2)c[nH]1	9.9	4.5	1.1	0.8	16.3	-0.4	0.1	0.1	0.0
O=C(NCc1ccc2[nH]c3c(c2c1)CCCC3)N1CCOCC1	6.7	-5.4	0.3	.	-10.2	1.8	4.0	2.2	.
C=CCc1cccc(CNc2ccc(S(=O)(=O)Nc3nccnc3OC)cc2)c1O	15.0	4.0	-3.1	-0.6	-4.0	19.5	-13.6	0.2	0.4
N#C/C(=N\Nc1ccccc1)C(=N)N1CCCCCC1	22.7	18.1	-3.1	-1.8	24.6	17.6	14.4	-3.6	3.4
O=C(c1ccccc1Cl)N1CCSCC1	5.4	9.6	-1.0	-0.6	-15.6	-1.0	-2.6	-3.3	1.3
CCOC(=O)CC(NC(=O)Cn1nnc(-c2ccccc2)n1)c1ccc(OC)cc1 (stereo not drawn)	-3.7	-23.1	-3.5	0.2	10.0	12.3	-13.3	-0.4	0.1
COc1cccc(/C=N/NC(=O)c2[nH]nc3c2CCc2ccccc2-3)c1O	22.0	-7.8	-6.9	20.4*	0.4	16.0	0.4	0.0	17.0
CCOC(=O)CN1C(=O)C(CC)Oc2ccc(Cl)cc21 (stereo not drawn)	9.4	7.9	-1.4	-1.4	-1.7	10.0	9.4	-6.2	0.7
O=[N+]([O-])c1ccc(COc2ccc(-c3[nH]ncc3-c3ccc(Cl)cc3)c(O)c2)cc1	-10.9	-6.6	-6.9	34.5*	-36.5	7.8	-1.0	4.1	15.3
COC(=O)CN1C(=O)[C@H]2[C@@H](c3ccc(C)o3)N3C(=O)CN(CC4CC4)C(=O)[C@@]3(Cc3ccccc3)[C@H]2C1=O	-13.8	8.0	0.5	-2.3	5.9	-1.9	13.2	-0.1	0.0
O=C(c1ccc(N2C(=O)c3ccccc3C2=O)cc1)N1CCCCC1	15.7	6.6	-1.3	0.1	12.6	-3.3	13.2	-3.5	0.1
O=C(NCc1cccnc1)c1ccccc1-c1nc(-c2ccccc2)no1	17.7	11.1	-2.1	-1.0	-2.7	5.7	7.8	-2.0	1.7
COc1cccc(N(CC(=O)NCCSCc2ccco2)S(=O)(=O)c2ccccc2)c1	23.7	4.2	-4.7	-0.7	26.2	31.4	9.8	1.4	-0.3
COc1ccc(NC(=O)c2cc3c(Cl)nc4ccccc4c3s2)c(OC)c1	-17.7	9.7	0.0	0.4	12.0	13.8	-10.9	0.2	1.0
CCOc1ccccc1NC(=O)N1C2CCCC1CC(NC(=O)C1CC1)C2 (stereo not drawn)	12.3	4.5	-3.7	-1.2	-8.7	4.7	-7.9	2.1	0.1
COC(=O)CSc1nc2c(c(-c3ccc(O)cc3)c1C#N)CCCC2	28.7	5.5	-3.9	-15.7	0.5	37.2	0.5	-3.2	-1.5
O=C(CCNS(=O)(=O)c1ccc2[nH]c(=O)oc2c1)NCc1ccccc1	8.6	1.1	0.8	-0.8	17.3	8.8	2.7	2.4	-0.7
CNC(=O)C1CCC(=O)N1Cc1ccc(C)cc1 (stereo not drawn)	2.4	20.5	-1.4	-0.4	-0.4	10.4	4.8	-2.6	-1.5
COC(C(=O)Nc1ccc(C(C)=O)cc1)c1ccccc1 (stereo not drawn)	3.9	2.3	-2.5	-4.3	6.9	11.1	-1.3	-2.8	0.0
Cc1ccc2nc(-c3ccc(N4C(=N)SC5CS(=O)(=O)CC54)cc3)sc2c1 (stereo not drawn)	27.3	9.8	0.0	-4.6	-1.2	12.1	-6.8	-1.9	-1.4
CSc1ccc(/C=C(\NC(=O)c2ccco2)C(=O)N2CCCCC2)cc1	26.1	8.1	-1.4	-4.7	-34.0	31.4	13.4	-2.6	0.6
CCCOC(=O)c1ccc(N2C(=O)c3ccccc3C2=O)cc1	8.8	24.7	0.0	-1.6	7.5	2.7	6.6	-0.4	1.6
Cc1cccc(C)c1NC1=C(Cl)C(=O)OC1OC(=O)c1ccccc1 (stereo not drawn)	29.0	6.6	-3.1	-10.5	-15.9	27.7	18.7	0.6	0.8
Cc1nnc(NC(=O)C2CC(=O)N(C(C)c3ccccc3)C2)s1 (stereo not drawn)	11.8	17.4	-1.0	0.5	5.1	5.3	-3.8	-7.4	0.1
CC1CCc2nc(NC(=O)CCSc3ccccc3)sc2C1 (stereo not drawn)	11.7	10.5	3.0	-0.9	-48.9	-2.4	-4.9	-3.2	2.0
CC(=O)Nc1c(O)nc(SCC(=O)N2CCCCC2)[nH]c1=O	-9.7	19.5	5.6	1.1	6.1	-16.4	4.4	-4.0	-0.2
COc1ccc(NS(=O)(=O)NC(=O)c2c[nH]c3ccccc23)cc1	5.5	-3.2	-2.9	2.3	-5.8	28.0	12.5	-1.9	7.0

Bioassay records (PubChem)
